Screening results deposited in PubChem by several laboratories.
CSM14.1 death rescue – rescue of cells from ER stress-induced death, primary screen, 384-well, CSM14.1, thapsigargin, ATP luminescence (AID 1222); 190,000 tested, under 10 active; CSM14.1 thapsigargin-induced death rescue, ATP luminescence; higher % means a stronger effect; cellular ATP content (survival), % at 20 µM; hits with a dose series show EC50 in µM;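 active means EC50 below 50 µM in the dose-response confirmation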;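 further: death triggered by thapsigargin at about 15 µM added after 2 h compound pretreatment; cell ATP read after overnight thapsigargin exposure of roughly 18 to 22 hours; normalized against plate controls of thapsigargin alone and 5% DMSO vehicle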
NTR1 ag – agonists of NTR1, primary screen, imaging, U2OS cells, beta-arrestin-GFP, high content (AID 493036); activation, % at 20 µM; Neurotensin receptor type 1 (Homo sapiens), P30989; NTR1-U2OS beta-arrestin-GFP spot imaging, agonist mode; actives 0.17% (n = 330,000);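 active means activation at or above 40% of the spot to cytoplasm intensity ratio, with at least 20 cells analyzed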;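 further: 0% = DMSO without peptide and 100% = 100 nM NTR1 peptide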
Target sequence (P30989 whole entry, looked up): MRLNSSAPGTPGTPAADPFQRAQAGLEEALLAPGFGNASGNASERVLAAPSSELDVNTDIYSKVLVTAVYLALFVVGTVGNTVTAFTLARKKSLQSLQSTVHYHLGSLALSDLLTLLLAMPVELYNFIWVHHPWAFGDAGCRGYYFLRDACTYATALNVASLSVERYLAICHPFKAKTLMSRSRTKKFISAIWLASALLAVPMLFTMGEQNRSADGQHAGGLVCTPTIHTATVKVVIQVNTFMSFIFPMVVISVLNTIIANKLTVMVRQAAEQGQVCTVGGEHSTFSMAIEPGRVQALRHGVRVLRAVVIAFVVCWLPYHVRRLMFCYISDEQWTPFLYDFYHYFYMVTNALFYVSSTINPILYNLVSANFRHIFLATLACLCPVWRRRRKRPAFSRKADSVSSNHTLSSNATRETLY
KOR beta-arrestin-1 – KOR agonists, beta-arrestin recruitment, primary screen, cell-based, luminescence, uHTS (AID 1777); KOR beta-arrestin recruitment, luminescence; higher % means a stronger effect; actives 0.02% (n = 280,000); Kappa-type opioid receptor (Homo sapiens); activation, % at 10 µM, or EC50 in µM where a hit was titrated; in the data active means activation above about 50%, passing the limit was not always enough; further: a part of the inactive calls stands beside numbers as strong as those of hits
TNAP activators – human TNAP enzyme activators, primary screen, biochemical, luminescent, no phosphate acceptor, uHTS (AID 1001) | Alkaline phosphatase, tissue-nonspecific isozyme (Homo sapiens) | purified TNAP, luminescent activation assay, no phosphate acceptor; higher activation fold means a stronger effect | activation fold at 20 µM, or EC50 in µM where a hit was titrated | actives 0.03% (n = 200,000); in the data active means activation fold from about 3, or a potency from the dose series; inactive means the rest, 99 in 100 with activation fold below about 1.6; further: many of its hits are not listed in these tables
Yfh1-off respiration – enhancers of respiration in Yfh1-depleted yeast, dose response, Friedreich's ataxia, plus single-dose screen (AID 1465); S. cerevisiae Yfh1-off respiration, WST-1 reduction, 72 h; higher fold induction means a stronger effect; fold induction at 50 µM, or EC50 in µM where a hit was titrated; actives 0.074% (n = 220,000);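 active means fold induction of absorbance versus untreated yeast above a set limit, then at least 30% activation at any dose in follow-up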;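 further: activators that raise dye reduction in frataxin-depleted yeast; strong numbers were not always called active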
NOD1 inhibition – NOD1 signaling inhibitors, primary screen, cell-based, luminescence, uHTS (AID 1578); NOD1-driven NF-kB luciferase reporter cells, luminescence; higher % means a stronger effect; inhibition, % at 4 µM; hits with a dose series show EC50 in µM; actives 1% (n = 290,000); in the data active means inhibition mostly above about 36%, no sharp cut-off; inactive means mostly below about 34%;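 further: HEK-293T reporter cells stimulated with the NOD1 agonist gamma-tri-DAP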
GPR55 activation – GPR55 agonists via beta-arrestin recruitment, primary screen, imaging, U2OS cells, beta-arrestin-GFP redistribution (AID 1961) | activation, % at 10 µM; hits with a dose series show EC50 in µM | U2OS GPR55 beta-arrestin-GFP redistribution imaging; higher % means a stronger effect | actives 0.048% (n = 290,000);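 active means activation above 40% with more than 50 cells counted in the well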;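 further: U2OS osteosarcoma cells stably expressing GPR55 and beta-arrestin-GFP; plate controls were DMSO negative control for no effect and LPI positive control for full effect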
HEK293 NOD2/NF-kB – NOD2 signaling inhibitors, cell-based, luminescence, uHTS, HEK293 (AID 1566). actives 0.63% (n = 290,000). one-dose inhibition, % at 4 µM; EC50 in µM for titrated hits. HEK293 NOD2/NF-kB luciferase reporter, luminescence; higher % means a stronger effect; further: many of its hits are not listed in these tables
KOR beta-arrestin-2 – KOR antagonists, beta-arrestin recruitment, cell-based, luminescence, uHTS (AID 1778); Kappa-type opioid receptor (Homo sapiens); KOR beta-arrestin recruitment, luminescence, antagonist mode; higher % means a stronger effect; inhibition, % at 10 µM, or IC50 in µM where a hit was titrated; actives 0.091% (n = 290,000); further: strong numbers were not always called active
NTR1 ag cell count 20 µM – also measured in NTR1 ag; calls as there; cell count; measured here: cell count, cytotoxicity flag
* = called active by the depositor; i = inactive; nt = no result given; [ ] = dose if it differs, or a comment. Unless noted, no stated cut-off is given here; in the data, active means inhibition above about 50%; inactive means the rest. This is a subset; rates above refer to the full screens.

SMILES	CSM14.1 death rescue	NTR1 ag	NTR1 ag cell count 20 µM	KOR beta-arrestin-1	TNAP activators	Yfh1-off respiration	NOD1 inhibition	GPR55 activation	HEK293 NOD2/NF-kB	KOR beta-arrestin-2
CCOC(=O)c1c(NC(=S)N2CCOCC2)sc(C)c1C	nt	4.2	62	6.0%	nt	i	2%	0.3%	7%	11%
COc1ccc(NC(=O)CCCn2cc([N+](=O)[O-])cn2)cc1	-0.6%	-1.1	60	0.5%	1.1	i	-17%	-0.6%	6%	-7%
CC(=O)Nc1ccc(S(=O)(=O)NNC(=O)c2ccc(S(=O)(=O)N3CCCCC3)cc2)cc1	-1.3%	-0.9	68	-1.0%	1.1	i	-3%	0.6%	10%	28%
Cc1cccc(OCc2n[nH]c(=S)n2Cc2ccccc2)c1	-0.8%	-0.1	60	-10%	0.8	i	-29%	0.0%	-64%	-23%[20 µM]
CC1=NOC2(C1)/C(=N/O)CCC/C2=N\O (configuration not stated)	2.6%	1.2	81	-4.7%	1	i	-21%	0.0%	-17%	-15%
Cc1ccccc1NC(=O)N1C2CCCC1CC(NC(=O)C(C)(C)C)C2 (configuration not stated)	-1.2%	nt	nt	-5.8%	1.1	i	15%	0.2%	12%	-27%
Cc1ccc2nc(N(CCCN(C)C)C(=O)c3ccc(Br)s3)sc2c1	1.0%	-1.8	50	-0.2%	1	i	-18%	-0.1%	-32%	-7%
Cc1[nH]c2ccccc2c1/C=N/NC(=O)CCC(=O)Nc1ccccc1	-1.0%	-1.4	102	-3.5%	1.1	i	-8%	-0.1%	16%	-12%[20 µM]
Cc1ccccc1C1CC(c2ccc(F)cc2)Nc2nc(N)nn21 (configuration not stated)	nt	4.6	54	-1.2%	1	i	-17%	0.2%	-6%	34%
COc1ccc(C(=O)OCC(=O)Nc2ccc(OC(F)F)cc2)c(OC)c1	2.2%	0.2	93	-0.3%	1.1	i	-22%	0.0%	-12%	10%
CN(c1ncnc(N)c1[N+](=O)[O-])C1CCS(=O)(=O)C1 (configuration not stated)	1.1%	-0.4	48	-3.0%	1.1	i	58%*	-0.2%	46%	1%
COc1cc(NC(=O)c2ccc(C(C)(C)C)cc2)c(OC)cc1NC(=O)CN1CCCCC1	14%	8.7	87	-2.2%	1	i	-35%	0.0%	14%	-4%[20 µM]
Cc1c(NC(=S)N/C(=N/S(=O)(=O)c2ccccc2)c2ccccc2)c(=O)n(-c2ccccc2)n1C	nt	2.6	53	-3.4%	nt	i	2%	-0.2%	9%	5%
CNC(=S)Nc1cccc([N+](=O)[O-])c1	-1.1%	0.8	57	-7.8%	1.2	i	-8%	-0.3%	24%	5%
O=C(CC(c1ccccc1)c1ccco1)N1CCCCC1 (configuration not stated)	-0.3%	0.1	71	-3.7%	1.1	i	-10%	-0.1%	9%	13%[20 µM]
COC(=O)C(CC(=O)c1ccc(Cl)cc1)c1ccc(C(C)C)cc1 (configuration not stated)	-0.8%	0.0	55	0.1%	1.1	i	-27%	-0.3%	-21%	-4%
CCc1ccc(CCC(=O)Nc2ccccc2C(=O)O)o1	-1.2%	-0.2	82	-5.8%	1.1	i	nt	0.2%	-64%	13%
O=C(O)c1cc(-c2ccc(Cl)cc2)n(-c2cccc(Cl)c2)n1	nt	0.2	87	0.0%	nt	nt	-12%	-0.1%	16%	10%
CCOC(=O)CSc1nnc(-c2c[nH]c3ccccc23)o1	nt	0.8	65	-5.1%	nt	nt	15%	-0.2%	-2%	32%
COc1ccc(CCn2c(C(C)C)nc3oc4ccccc4c(=O)c3c2=O)cc1	nt	3.4	46	-1.0%	nt	i	-5%	0.3%	9%	20%
Cc1cccc(CCNC(=O)CC2C(=O)NCCN2Cc2ccccc2C)n1 (configuration not stated)	nt	-0.8	62	-6.6%	nt	nt	32%	0.4%	-16%	53%
CCCCCc1nnc(NC(=O)OCCC)s1	-3.3%	1.6	101	-1.0%	0.9	i	-4%	-0.2%	-3%	-58%
CCOc1ccc(N2C(=O)CCC2=O)cc1	1.9%	-1.3	88	0.4%	1	i	-11%	0.5%	20%	3%
CC12CCC(=O)N1C(C(=O)OCC(=O)Nc1ccc(Cl)c(Cl)c1)CS2 (configuration not stated)	-0.8%	3.0	40	-4.4%	1.1	i	-28%	0.1%	-6%	-2%
CC(C)(C)c1ccc(OCCCN2CCCC2)cc1	nt	0.7	68	-4.1%	nt	nt	-4%	0.9%	-4%	-18%[20 µM]
N#Cc1c(C(F)(F)F)cc(-c2cccs2)nc1SCc1cccnc1	6.3%	7.4	48	5.6%	1	i	21%	0.0%	-52%	-40%
S=C(Nc1cccc(Cl)c1)N1CCOCC1	-3.4%	0.0	61	-2.0%	1.2	i	-9%	0.1%	8%	8%
O=C(CSc1cccc[n+]1[O-])Nc1ccc(N2CCOCC2)cc1	-0.7%	2.0	48	2.1%	1.1	i	-40%	-0.2%	-5%	-21%
COc1ccc(CNC(=O)C(OC(C)=O)c2ccccn2)cc1 (configuration not stated)	-1.0%	-0.7	78	-1.5%	1.1	i	-21%	-0.3%	1%	16%
O=C(O)c1ccc(C2SCC(=O)N2Cc2ccccc2)cc1 (configuration not stated)	nt	0.3	38	-4.1%	1.1	i	-9%	-0.1%	2%	35%
CN(c1cccc(Cl)c1)S(=O)(=O)c1cccc(C(=O)Nc2nc3ccccc3[nH]2)c1	0.2%	2.5	57	-1.3%	1.1	i	53%	-0.2%	-27%	-26%
CCOC(=O)C1CCN(C(=O)CS(=O)(=O)Cc2nc(-c3ccccc3Cl)oc2C)CC1	nt	1.5	94	-1.0%	nt	nt	15%	-0.1%	17%	20%[20 µM]
CN(CC(=O)Nc1cccc(F)c1)C(=O)c1ccncc1	nt	-0.7	72	0.6%	nt	nt	-15%	0.4%	0%	-9%
COc1ccccc1-n1c(SCC(=O)N2CCOCC2)nc2ccccc2c1=O	nt	0.4	43	1.6%	nt	nt	-28%	0.0%	3%	-25%
CCOC(=O)C(C)n1cnc2c(nnn2-c2ccccc2)c1=O (configuration not stated)	nt	1.2	92	-2.0%	nt	nt	-16%	0.6%	14%	16%[20 µM]
CCOC(=O)C1=C(C)Nc2ncnn2C1c1cccnc1 (configuration not stated)	-2.0%	-0.4	91	-2.1%	1.1	i	1%	-0.1%	16%	3%
CN(C)c1cc(-c2ccc(Br)cc2)oc(=O)c1Cl	nt	1.8	49	3.4%	nt	i	14%	0.3%	-13%	7%
Cc1ccc(C(=O)Nc2nc(-c3ccccn3)cs2)o1	nt	1.9	48	-1.9%	nt	i	-2%	0.2%	25%	36%
O=C(NC1CCCC1)C1CCN(c2nccs2)CC1	3.5%	0.8	43	-2.4%	1.1	i	-2%	0.2%	2%	9%
COc1ccccc1C(=O)NCCSCc1c(F)cccc1Cl	nt	5.4	51	5.4%	nt	nt	9%	0.3%	-9%	-53%[20 µM]
COc1ccc(OC)c(-c2nc(C(N)=O)c3[nH]c(=O)n(-c4ccc(F)cc4)c3n2)c1	-0.6%	-0.2	64	3.1%	1.1	i	5%	-0.1%	14%	-2%
O=C(c1ccc(F)cc1)[C@@H]1[C@@H](C(=O)c2ccccc2)[C@@]2(C(=O)Nc3ccccc32)[C@H]2c3ccccc3C=CN12	4.3%	0.1	52	-4.3%	1	i	-28%	0.1%	4%	1%
COc1ccccc1C(=O)Nc1cccc(C(=O)N2CCOCC2)c1	nt	-0.5	61	-4.4%	nt	nt	-4%	-0.1%	18%	2%
COc1ccc(CCN(C)c2ncnc3sccc23)cc1OC	2.7%	0.0	37	-1.7%	1.1	i	-20%	0.0%	21%	-9%
COc1cc2[nH]c(=S)nc(NCc3ccc(Cl)cc3)c2cc1OC	nt	0.3	82	-5.1%	nt	nt	-8%	-0.1%	4%	-5%
Cc1ccccc1N(C(=O)c1snc(C(N)=O)c1N)C(C)C(=O)NC1CCCCC1 (configuration not stated)	nt	0.8	50	-1.0%	nt	nt	-6%	-0.1%	10%	-28%
CN(C(=O)c1ccc2ccccc2c1)c1ccccn1	nt	1.6	43	-6.4%	nt	nt	-37%	0.7%	-13%	9%
COc1ccc(N=N/C(C(C)=O)=C(/C)O)cc1	nt	0.7	54	-8.2%	nt	i	0%	-0.4%	20%	19%
COc1ccc(S(=O)(=O)N2CCOC2CNC(=O)C(=O)NCc2ccccn2)cc1C (configuration not stated)	nt	1.4	70	1.8%	nt	nt	-27%	0.0%	-2%	1%
CC(C)NS(=O)(=O)c1ccc2c(c1)oc(=O)n2C	2.5%	0.7	48	7.6%	1.1	i	-17%	-0.1%	20%	38%
Remaining list, next part:
SMILES	CSM14.1 death rescue	NTR1 ag	NTR1 ag cell count 20 µM	KOR beta-arrestin-1	TNAP activators	Yfh1-off respiration	NOD1 inhibition	GPR55 activation	HEK293 NOD2/NF-kB	KOR beta-arrestin-2
[O-]C1=N/[N+](=C/c2ccc(Cl)c(Cl)c2)CC1	0.0%	0.1	38	-4.9%	1.1	i	-15%	-0.1%	0%	-3%
COc1cccc(-n2nc(C(=O)NCC3CCCO3)c3ccccc3c2=O)c1 (configuration not stated)	nt	0.9	56	-3.1%	nt	nt	-3%	-0.1%	7%	4%
O=C(NCc1ccccc1Cl)C(=O)c1cn(CC(=O)N2CCOCC2)c2ccccc12	nt	-0.4	64	1.3%	nt	nt	-1%	0.0%	-17%	-25%
COC(=O)c1ccc(C(=O)OC)c(NC(=O)N2c3ccccc3Sc3ccccc32)c1	0.4%	2.4	54	29%	1	i	-39%	-0.2%	11%	-39%
CNC(=S)N(Cc1ccc2c(c1)OCO2)C1CC(=O)N(c2ccc(F)cc2)C1=O (configuration not stated)	-2.9%	0.3	57	-5.5%	1.1	i	-5%	-0.4%	5%	17%
Cc1ccc(NS(=O)(=O)c2cc([N+](=O)[O-])ccc2NNC(=S)Nc2cccc(Cl)c2)c(C)c1	-1.2%	nt	nt	6.2%	0.6	31µM*	-31%	-0.4%	-148%	22%
CCOC(=O)c1ccc(S(=O)(=O)N2CCC(C(=O)O)CC2)cc1	1.6%	1.0	79	-8.8%	1	i	-10%	-0.1%	8%	11%

Single records, from the list above. Screens in order: CSM14.1 death rescue, NTR1 ag, NTR1 ag cell count 20 µM, KOR beta-arrestin-1, TNAP activators, Yfh1-off respiration, NOD1 inhibition, GPR55 activation, HEK293 NOD2/NF-kB, KOR beta-arrestin-2
COc1ccc(NC(=O)CCCn2cc([N+](=O)[O-])cn2)cc1 across the screens: -0.6%, -1.1, 60, 0.5%, 1.1, i, -17%, -0.6%, 6%, -7%
CC(=O)Nc1ccc(S(=O)(=O)NNC(=O)c2ccc(S(=O)(=O)N3CCCCC3)cc2)cc1 across the screens: -1.3%, -0.9, 68, -1.0%, 1.1, i, -3%, 0.6%, 10%, 28%
Cc1ccc(NS(=O)(=O)c2cc([N+](=O)[O-])ccc2NNC(=S)Nc2cccc(Cl)c2)c(C)c1 across the screens: -1.2%, nt, nt, 6.2%, 0.6, 31µM*, -31%, -0.4%, -148%, 22%
